From PubChem
Sm TGR inh: S. mansoni TGR enzyme inhibition. purified TGR, DTNB reduction, TNB absorbance 405 nm. Potency, µM (titrated, usually from 114 µM), for the others: at the top dose activity change, negative = inhibition, most hits filed as inhibitors. 3% of 360,000 active. AID 485364; active = well fitted inhibition curve with a large enough effect; note: nearly all actives have a fitted effect of over 60% in size
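First, TGR (20 nM dispensed) and NADPH were mixed with compound. Second, a 15 min room-temperature incubation followed. Third, further NADPH and then DTNB were added to start the reaction. Finally, TNB absorbance was monitored kinetically.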
* hit, by the source's call. % is set by controls: 0 for no effect and ±100 for the full control effect; potency is the fitted concentration of half-maximal effect.

| mol | Sm TGR inh |
| --- | --- |
| Cc1ccc(N2CC(NC(=O)C3CCCCC3)CC2=O)cc1C (stereo unspecified) | 6% |
| COCCn1c(SCC(=O)c2c(C)[nH]c3ccccc23)nc2cc(C(=O)NC(C)C)ccc2c1=O | 35µM* |
| O=C(c1ccc2c(c1)N(Cc1cccc(F)c1)C(=O)c1ccccc1S2)N1CCCC1 | 13% |
| Cc1nnc(NC(=O)CSc2nc3c([nH]c4ccccc43)c(=O)n2-c2ccc(Cl)cc2)s1 | 0% |
| CCc1cc2c(cc3c(=O)n(CC(=O)NCc4cccc(Cl)c4)nc(CC)n32)s1 | 5% |
| CNC(=O)c1cnc2sc(N3CCCCCC3)nn2c1=O | -9% |
| O=C(CSC1=Nc2ccccc2C2=NC(CCC(=O)NC3CCCCC3)C(=O)N12)Nc1cccc(Cl)c1 (stereo unspecified) | -4% |
| N#Cc1c(NC(=O)CS(=O)(=O)c2ccc(Cl)cc2)sc2c1CCCCC2 | -15% |
| COc1ccc(NC(=O)c2sc3nc[nH]c(=O)c3c2C)cc1 | -1% |
| Cc1ccc2c(c1)N(C(=O)N1CCC(C(=O)NCCC3=CCCCC3)CC1)CC(C)O2 (stereo unspecified) | 2% |
| CCOc1ccc(NC(=O)CCn2cnc3onc(-c4ccc(F)cc4)c3c2=O)cc1 | 6% |
| Cc1nc(-c2ccc(Cl)cc2)sc1CCNC(=O)C(=O)Nc1ccc2c(c1)OCO2 | 0% |
| COc1ccc(-c2ccc(=O)n(CC(=O)Nc3ccc(N(C)C)cc3)n2)cc1 | -2% |
| CC(=O)N1CCc2cc(S(=O)(=O)NC(CC(C)C)C(=O)NCc3ccccc3Cl)ccc21 (stereo unspecified) | -5% |
| COc1cccc(NC(=O)c2cnn(-c3ccccc3)c2-n2cccc2)c1 | 6% |
| COc1ccc(-n2c(=O)c3ccc(C(=O)NCc4ccc(C)cc4)cc3n(Cc3ccc(Cl)cc3)c2=O)cc1 | -12% |

Random excerpt: 7 records from the list
| mol | Sm TGR inh |
| --- | --- |
| COc1ccc(-n2c(=O)c3ccc(C(=O)NCc4ccc(C)cc4)cc3n(Cc3ccc(Cl)cc3)c2=O)cc1 | -12% |
| COc1ccc(-c2ccc(=O)n(CC(=O)Nc3ccc(N(C)C)cc3)n2)cc1 | -2% |
| COc1ccc(NC(=O)c2sc3nc[nH]c(=O)c3c2C)cc1 | -1% |
| CC(=O)N1CCc2cc(S(=O)(=O)NC(CC(C)C)C(=O)NCc3ccccc3Cl)ccc21 (stereo unspecified) | -5% |
| Cc1ccc2c(c1)N(C(=O)N1CCC(C(=O)NCCC3=CCCCC3)CC1)CC(C)O2 (stereo unspecified) | 2% |
| Cc1nc(-c2ccc(Cl)cc2)sc1CCNC(=O)C(=O)Nc1ccc2c(c1)OCO2 | 0% |
| COc1cccc(NC(=O)c2cnn(-c3ccccc3)c2-n2cccc2)c1 | 6% |

Following part:
| mol | Sm TGR inh |
| --- | --- |
| CCc1nn2c(=O)cc(COC(=O)c3ccc4c(c3)OCO4)nc2s1 | 4% |
| CCCCC(=O)Nc1cc(-c2nc3ccccc3o2)ccc1OC | 3% |
| O=C(Cc1ccccc1)Nc1cc(-c2nc3cc(Cl)ccc3o2)ccc1Cl | 0% |
| O=c1[nH]c2ccc(NS(=O)(=O)c3ccc(F)cc3)cc2s1 | 6% |
| Cc1ccc(Cl)cc1NC(=O)N1CCC2(CC1)Oc1ccccc1C(=O)N2Cc1ccccc1F | 1% |
| COc1cc2nc(NC(=O)c3ccc(S(=O)(=O)N4CCCC4)cc3)sc2cc1OC | 7% |
| O=C(NCc1ccc(F)cc1)c1ccc2c(c1)nc1n2CCCCC1 | -2% |
| CCc1ccc(C2CC(=O)c3c([nH]c(C(=O)OC4CCCCCC4)c3C)C2)cc1 (stereo unspecified) | 2% |
| Cc1ccc(N2C(=O)CSC23C(=O)N(CC(=O)NCCc2ccccc2)c2ccccc23)cc1 (stereo unspecified) | -5% |
| CCCSc1ncc(Cl)c(C(=O)Nc2c(C(=O)Nc3ccc(C)cc3)oc3ccccc23)n1 | 4% |
| COc1ccccc1CNC(=O)CCC1N=C2c3ccccc3N=C(SCc3ccc(C)cc3C)N2C1=O (stereo unspecified) | 9% |
| O=C(NC1CC(=O)N(c2ccccc2)C1)c1ccc(S(=O)(=O)N2CCCC2)cc1 (stereo unspecified) | 5% |
| N=c1c(C(=O)NCC2CCCO2)cc2c(=O)n3ccccc3nc2n1CCCO (stereo unspecified) | 5% |
| CC(NC(=O)C1=Cc2ccccc2OC1)c1ccccc1 (stereo unspecified) | -15% |
| Cc1ccccc1NC(=O)CCN1C(=O)c2ccccc2Sc2ncccc21 | -35% |
| COc1ccccc1-c1nn2c(=O)cc(CN3CCN(C(=O)COc4ccccc4Cl)CC3)nc2s1 | -12% |
| COc1ccc(CCNC(=O)C2CCCN(c3nc4c(C)cc(C)cc4s3)C2)cc1OC (stereo unspecified) | 1% |
| COc1ccc(N2CC(NC(=O)c3cc4ccccc4o3)CC2=O)cc1 (stereo unspecified) | -7% |
| COc1ccc(-c2nc(SCC(=O)Nc3ccc4c(c3)OCCO4)c(-c3ccc(F)cc3)[nH]2)cc1 | -10% |
| Cc1ccccc1OCC(=O)Nc1ccc(C(=O)OCc2cc(=O)n3ccsc3n2)cc1 | -3% |
| CCn1c(SCc2c(F)cccc2Cl)nc(=O)c2c(C(=O)OC)cc(C3CC3)nc21 | 5% |
| CNS(=O)(=O)c1cn(CC(=O)N2CCN(c3ccc(C)cc3C)CC2)cc1S(=O)(=O)NC | 3% |
| CC(=O)c1ccc(N2CCN(C(=O)C3CCN(S(=O)(=O)c4cn(C)cn4)CC3)CC2)cc1 | 11% |
| COCCn1c(=N)c(C(=O)NC2CCCC2)cc2c(=O)n3cc(C)ccc3nc21 | 2% |
| COc1ccc2c(c1)-c1nc(NC(=O)c3ccccc3F)sc1CC2 | 1% |
| Cc1cccc(OCC(=O)Nc2c(C(=O)N3CCN(c4ccccc4F)CC3)oc3ccccc23)c1 | 1% |
| O=C(NC(=O)c1cccc(F)c1)Nc1ccc(-c2cc(C(F)(F)F)nn2-c2ccccc2)cc1 | -12% |
| CCCCC12CN3CC(C)(CN(C1)C3c1c(C)[nH]c(=O)[nH]c1=O)C2=O (stereo unspecified) | -3% |
| CCOC(=O)c1ccc(NC(=O)CCn2cnnn2)cc1 | 89µM* |
| COc1ccccc1N1CCN(c2ccc(NC(=O)c3ccc(C)cc3)cc2C(=O)O)CC1 | 6% |
| CC(C)C12CN3CC(C(C)C)(CN(C1)C3c1ccccn1)C2=O (stereo unspecified) | -1% |
| CCc1ccc(NS(=O)(=O)c2ccc3[nH]cc(C(=O)NCCc4cccc(C)c4)c(=O)c3c2)cc1 | 10% |
| CCCOc1ccc(-c2nc(N3CCC(C)CC3)c3ccccc3n2)cc1 | -1% |
| CCOC(=O)C1CCCN(C(=O)c2ccc(NC(=O)c3nsc4ccccc34)cc2)C1 (stereo unspecified) | -1% |
| COc1ccc(CNC(=O)c2cc3c(=O)n(Cc4ccc(OC)cc4)ccc3nc2C)cc1 | -3% |
| COc1ccc(NC(=O)Cn2c(=O)cc(C)c3c(C)nn(C)c32)cc1 | 17% |
| Cc1cc(C)n2nc(CNS(=O)(=O)c3ccc(Cl)cc3)nc2n1 | -7% |
| COc1ccc(NC(=O)CSC2=Nc3ccccc3C3=NC(CC(=O)NCc4ccco4)C(=O)N23)cc1 (stereo unspecified) | -13% |
| CCN(CC)c1ccc(NC(=O)CCS(=O)(=O)c2ccc3c(c2)oc(=O)n3C)c(C)c1 | -6% |
| COc1ccc(CNCCC(c2ccc(C)cc2)c2ccco2)cc1 (stereo unspecified) | 0% |
| C=Cc1ccc(Cn2c(=O)n(-c3cccc(C)c3)c(=O)c3c2c2cc(C)ccc2n3C)cc1 | -8% |
| COc1ccc(-c2nc3sc(CCNC(=O)C(=O)Nc4ccc(C)c(C)c4)c(C)n3n2)cc1 | 0% |
| Cc1ccc(-n2nc(CO)c(C(=O)NCCCc3ccccc3)n2)cc1 | 3% |
| COc1ccc(NC(=O)c2c(NCc3ccc(N(C)C)cc3)sc3c2CCC3)cc1 | 32µM* |
| CCOC(=O)c1c(-c2ccc(C)cc2)csc1NC(=O)c1cc(=O)c2cc(Cl)ccc2o1 | 2% |
| Cc1nc2ccn(Cc3ccco3)c(=O)c2cc1C(=O)N1CCN(c2ccccc2)CC1 | -8% |
| CCCc1cnc2c(c1SCC(=O)NCc1ccc(C)cc1)c(=O)n(C)c(=O)n2C | 2% |
| CCOc1ccccc1NC(=O)C1CCN(S(=O)(=O)c2ccc3c(c2)CCCN3C(C)=O)CC1 | 5% |
| COc1cccc(N2CCN(C(=O)C(CCSC)NS(=O)(=O)c3ccc4c(c3)oc(=O)n4C)CC2)c1 (stereo unspecified) | 5% |
| Cc1cc2c(cc1C)C(c1cccc(OC(C)C)c1)CC(=O)N2 (stereo unspecified) | 8% |
| Cc1cc(OCC(=O)NCC2(N3CCN(C)CC3)CCCCC2)cc(C)c1Cl | 5% |
| Brc1ccccc1-n1ncc2c1ncn1nc(Cc3ccccc3)nc21 | 7% |
| COc1ccccc1N1CCN(C(=O)CCS(=O)(=O)c2cc(Br)cc3c2N(C(=O)C2CC2)CC3)CC1 | -9% |
| Cc1cccc(C(=O)N2CCc3cc(CNC(=O)CSc4ccccc4)ccc32)c1 | -3% |
| CC(C)OCCCn1c(=O)c2ccccc2n2c(-c3ccc(F)cc3)nnc12 | -12% |
| O=C(COc1ccc(Br)cc1)Nc1ccc(Cl)cc1C(=O)c1ccccc1 | 1% |

(list continues)
| mol | Sm TGR inh |
| --- | --- |
| O=C(Nc1ccc(C(F)(F)F)cc1)c1cc(S(=O)(=O)NC2CCCCCC2)ccc1F | 10% |
| Cc1cc(C)cc(NS(=O)(=O)c2ccc3[nH]cc(C(=O)N4CCCC4)c(=O)c3c2)c1 | -15% |
| Cc1cccc(OCc2ccc(-c3nc(C#N)c(N4CCN(c5ccccc5)CC4)o3)o2)c1 | -3% |
| CCOc1cccc(C2c3c(oc4cc(C)c(C)cc4c3=O)C(=O)N2c2nc(C)c(C)s2)c1 (stereo unspecified) | 1% |
| O=C(CCc1nc2cccnc2n1Cc1cccs1)Nc1cccc(C(F)(F)F)c1 | 1% |
| COc1ccccc1NC(=O)c1sc2nc(C)c(C(=O)Nc3ccc(Cl)cc3)c(-c3ccc(Br)cc3)c2c1N | 2% |
| CC(C)c1nc2ccc(C(=O)NCCCN3CCN(c4ccccc4)CC3)cc2o1 | -2% |
| Cc1ccc2c(=O)c(C(=O)c3ccccc3)cn(CC(=O)Nc3ccccc3C)c2n1 | 3% |
| CC1CCCCN1Cc1c(O)ccc2c(=O)c(-c3ccccc3Cl)c(C(F)(F)F)oc12 (stereo unspecified) | -16% |
| O=C(Nc1cccc(Cl)c1Cl)c1cc2nc(-c3ccc4c(c3)OCO4)cc(C(F)(F)F)n2n1 | -2% |
| CSc1ccc(CNC(=O)CN2C(=O)C3CCCCN3c3ccc(C(=O)N4CCCC4)cc32)cc1 (stereo unspecified) | 2% |
| CCc1c(C)nc(SCc2nc(-c3ccccc3)no2)[nH]c1=O | 3% |
| Cc1cc(C)c(NC(=O)CSc2nc(C)cc(C)c2C#N)c(C)c1 | -1% |
| Cc1ccccc1Cn1c(COc2ccc(Cl)cc2)nc2ccccc21 | 9% |
| COc1cc(OC)cc(-c2nnc(SCC(=O)N3CCC(C)CC3)o2)c1 | 2% |
| O=C(Nc1ccc2nc(SCC(=O)N3CCCC3)sc2c1)c1cccc(Br)c1 | 0% |
| Cc1c(NC(=O)Nc2cccc(C(F)(F)F)c2)sc2nc3n(c(=O)c12)CCC(C)CC3 (stereo unspecified) | 0% |
| Cc1ccc2oc(C(=O)N(Cc3cccc(F)c3)C3CCS(=O)(=O)C3)c(C)c2c1 (stereo unspecified) | 10% |
| Cc1ccc(C(C)C)c(OCC(=O)Nc2ccc(O)c(-c3nc4cc(Cl)ccc4o3)c2)c1 | -5% |
| COc1ccc(/C=C/C(=O)Nc2nc(-c3cccs3)ns2)cc1 | 6% |
| COc1ccc(-c2nc(CSCC(=O)NCCc3ccc(OC)c(OC)c3)c(C)o2)cc1 | -3% |
| COc1ccc(NC(=O)Cn2cnc3ccc(S(=O)(=O)N4CCC(C)CC4)cc3c2=O)c(OC)c1 | -14% |
| CN(Cc1ccccc1)C(=O)CSc1c2c(nc3ccc(Cl)cc13)CCCC2 | 21% |
| COc1ccc(-c2nc3scc(CCNC(=O)Cc4ccc(F)cc4)n3n2)cc1 | 3% |

The closing 3 records of the section above open the next one:
| mol | Sm TGR inh |
| --- | --- |
| COc1ccc(NC(=O)Cn2cnc3ccc(S(=O)(=O)N4CCC(C)CC4)cc3c2=O)c(OC)c1 | -14% |
| CN(Cc1ccccc1)C(=O)CSc1c2c(nc3ccc(Cl)cc13)CCCC2 | 21% |
| COc1ccc(-c2nc3scc(CCNC(=O)Cc4ccc(F)cc4)n3n2)cc1 | 3% |
| CC(C)(C)c1ccccc1NC(=O)CSc1nc(-c2cccs2)cc(C(F)(F)F)n1 | -7% |
| Cn1cc(/C=C/c2nc3ccccc3c(=O)n2-c2ccccc2)c2ccccc21 | -3% |
| Cc1ccc(-c2cc(-c3ccc4c(c3)NC(=O)CO4)nc3c2COc2ccccc2-3)cc1 | 0% |
| CCC1CN(C(=O)Nc2ccccc2C(F)(F)F)c2ccccc2S1 (stereo unspecified) | -1% |
| CCOc1ccc(NC(=O)c2oc3ccccc3c2NC(=O)C(C)(C)C)cc1 | -5% |
| COc1ccc(-c2nsc(NC(=O)C(C)Oc3ccc(Cl)c(C)c3)n2)cc1 (stereo unspecified) | 6% |
| COc1cccc(C(=O)Nc2cc3c(cc2C(=O)c2ccc(C)cc2)OCCO3)c1 | -7% |
| Cc1ccc(-c2cc3ncc(C(=O)c4cc([N+](=O)[O-])ccc4O)cn3n2)cc1 | 10% |
| CSc1cccc(NC(=O)C2CCN(S(=O)(=O)c3ccc4[nH]c(=O)ccc4c3)CC2)c1 | -5% |
| CCN1C(C(=O)c2ccccc2)=C(OC(=O)COc2ccc(OC)cc2)c2ccccc2S1(=O)=O | 11µM* |

Only part of the results is shown; count on the stated rates, not on these rows.
